MEP2-GFP yeast = modulators of MEP2-GFP levels in yeast, primary screen, S. cerevisiae, multiplex flow cytometry, MLPCN library. S. cerevisiae MEP2-GFP strain, 3 h; 100% = DMSO control level. GFP response vs DMSO, % at 10 µM. hit rate 0.51% among 330,000;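 active = GFP response versus DMSO above a set limit, roughly screen mean plus 3 SD, cut at about 180% in these data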;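 note: median GFP fluorescence of the barcode-gated MEP2-GFP cells per well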
LAP4 TOR yeast = modulators of LAP4-GFP expression in yeast, primary screen, S. cerevisiae, multiplex flow cytometry, MLPCN library; 3 h; median GFP as percent of DMSO wells; GFP response vs DMSO, % at 10 µM; hit rate 0.34% among 320,000; AID 2023, 2009;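 active = GFP response vs DMSO above a set limit, about the screen mean plus 3 SD, cut at about 150% in these data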
proCasp7 act = procaspase-7 activators, primary screen, counter-screen for procaspase-3 activator project, biochemical, absorbance, HTS, human; Caspase-7 (Homo sapiens), P55210; recombinant procaspase-7, Ac-DEVD-pNA absorbance 405 nm; D23A/D198A/D206A triple mutant, cannot self-cleave; scale: DMSO 0, 5 µM enzyme 100; activation, % at 8.5 µM; hit rate 0.093% among 330,000;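 active = percent activation above the screen-wide mean plus 3 SD, cut at about 25% in these data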
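Assay system: Uncleavable procaspase-7 mutant enzyme / Input: 2 µM procaspase-7 mutant as dispensed / Dosing: single nominal 8.5 µM compound dose, 0.8% DMSO final / Timing: 1 h enzyme–compound preincubation and 2 h substrate reaction, both 25 °C / Detection: p-Nitroaniline absorbance at 405 nm, read at 0 and 120 min / Replication: singlicate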
EBNA-1 inhibitor = EBNA-1 DNA-binding inhibitors, primary screen, biochemical, fluorescence polarization; hit rate 0.34% among 300,000; AID 1950, 2009; inhibition, % at 14.8 µM; in the data active = inhibition above about 28%
AHR act = AHR activators, primary screen, cell-based, luminescence, luciferase reporter, human | AHR-responsive luciferase reporter cells | activation, % at 5 µM | hit rate 2.5% among 320,000; in the data active = activation above about 47%;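 note: 0% = vehicle wells and 100% = reference agonist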
ZTA DNA inh = ZTA (EBV) inhibition in EBNA-1 counter-screen; inhibition, % at 11 µM; AID 2234; ZTA-DNA binding, fluorescence polarization; hit rate 0.15% among 320,000; P03206; in the data active = inhibition above about 33%
RPL19A TOR yeast = RPL19A-GFP expression modulators in yeast, primary screen, cell-based, S. cerevisiae, multiplex flow cytometry, MLPCN. hit rate 0.3% among 330,000. percent response vs DMSO, % at 10 µM. S. cerevisiae RPL19A-GFP strain, 3 h; hits give low values;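 active = percent response vs DMSO below 50%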;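 note: median channel GFP fluorescence of the barcoded RPL19A-GFP strain; ratio of sample median GFP to plate DMSO average so 100% = DMSO; lower means less RPL19A-GFP as with rapamycin TOR inhibition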
procasp3 activ = activators of human procaspase-3 D3A mutant, primary screen, biochemical, absorbance, PC-3 D3A mutant, single concentration; Caspase-3 (Homo sapiens), P42574; recombinant procaspase-3 D3A, Ac-DEVD-pNA absorbance 405 nm; activation, % at 8.5 µM; hit rate 0.11% among 330,000;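 active = activation above the mean of all tested compounds plus 3 SD, cut at about 21% in these data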;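 note: 0% = DMSO alone and 100% = DMSO wells spiked with extra 5 µM PC-3 D3A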
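Assay system – Procaspase-3 D3A mutant, all three cleavage aspartates alanine · Controls – DMSO-only low control, 5 µM PC-3 D3A high control · Schedule – 1 h compound preincubation, 2 h substrate hydrolysis at 25 °C · Signal – 405 nm absorbance of p-nitroaniline, reads at 0 and 120 min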
* marks the source's active call; other numbers are inactive results; · = not tested or not shown; [ ] = remark or other dose.

SMILES	MEP2-GFP yeast	LAP4 TOR yeast	proCasp7 act	EBNA-1 inhibitor	AHR act	ZTA DNA inh	RPL19A TOR yeast	procasp3 activ
CC[n+]1c(/C=C2/C=C(C)CC(C)(C)C2)sc2ccc(OC)cc21	99	100	-22	0	4	16	96	-21
CC(C)OCCCNC(=O)CN1C(=O)c2cccc3cccc1c23	108	88	7	0	4	-16	108	2
CNC(=O)c1cc2cc(OC)ccc2n1CCN(C)C	107	96	6	8	-2	10	106	9
C/C(=N\NC(=O)CO/N=C(\C)c1cccs1)c1ccc(N)cc1	107	111	-8	10	3	1	110	-1
OC(COc1ccccc1)CSc1ncn[nH]1 (stereo not given)	108	99	-8	-5	0	4	104	9
Cn1c(SCC(=O)N2CCCc3ccccc32)nc2ccccc2c1=O	108	112	8	1	9	10	101	1
COc1nc(NC(C)C)nc(N(C#N)CN2C(=O)c3ccccc3S2(=O)=O)n1	97	112	-6	6	1	9	98	4
Cc1cc(C)n(Cc2ccc(F)cc2)c(=O)c1C#N	107	103	6	1	4	-3	101	-3
N=c1c(C(=O)NCc2ccc(F)cc2)cc2c(=O)n3ccccc3nc2n1CC1CCCO1 (stereo not given)	256*[may fluoresce violet]	103[may fluoresce violet]	-14	8	-1	-10	77[may fluoresce violet]	-14
COC(=O)c1[nH]c2ccc(F)cc2c1NS(=O)(=O)c1ccc(OC)cc1	102	96	0	-1	16	-4	101	4
Cc1cc(NS(=O)(=O)c2ccc(Nc3nc(-c4sc(NC(=O)c5ccccc5)nc4C)cs3)cc2)no1	94	90	-18	0	6	3	95	-3
Cc1ccc([N+](=O)[O-])cc1NC(=S)NC(=O)c1cccs1	96	85	1	5	19	1	96	-2
COC(=O)c1ccc(C2Nc3cccc4cccc(c34)N2)cc1	102	152*	-3	-5	12	3	96	0
CN(C)S(=O)(=O)c1cccc(C(=O)OCC(=O)Nc2ccccc2OC(F)F)c1	88	·	-2	-6	-2	8	95	7
COCCN(C(=O)COC(=O)/C=C/c1ccc2ccccc2n1)c1c(N)n(Cc2ccccc2)c(=O)[nH]c1=O	103	94	5	-7	15	-1	96	0
COc1ccc(C(C)=O)cc1CSc1nnc(-c2ccccc2O)n1-c1ccccc1	107	102	0	-7	5	17	105	2
COc1cccc(OC)c1C(=O)NC(=S)Nc1ccc2c(c1)C(=O)N(C)C2=O	87	90	6	5	1	-2	102	0
CN(C)c1ccc(C(=O)C(=O)c2ccccc2)cc1	109	97	8	-14	-1	4	103	-7
CC1CCC(NC(=O)C2COc3ccccc3O2)CC1 (stereo not given)	102	112	-1	-13	5	-18	102	5
Cc1ccc(OCc2nnnn2-c2ccccc2)cc1	105	91	-10	5	3	3	108	-2
O=C(NCCc1ccccc1)C1CCCN1S(=O)(=O)c1cccc2nsnc12 (stereo not given)	99	96	-8	-2	3	-15	93	2
O=C(Nc1ccc(SC(F)F)cc1)c1ccc2nccnc2c1	94	118	-12	-1	1	-8	100	-8
O=C(NCc1ccccc1)/C(=C/c1ccc([N+](=O)[O-])cc1)NC(=O)c1ccco1	106	90	-1	-10	2	-6	102	-3
C=CCn1cnc2c(nnn2-c2ccc(C)c(Cl)c2)c1=O	95	102	7	0	-1	-14	94	4
CCc1ccc(OC)c(-c2csc(N)n2)c1	101	104	-3	0	18	2	105	4
O=C1CCCc2c1[nH]c1ccc(Br)cc21	104	104	11	-2	-1	-7	104	-1
COc1ccc(-c2noc(CCCC(=O)Nc3ccc(C(N)=O)cc3)n2)cc1OC	98	107	4	2	1	12	95	-1
Cc1nc2c3ccccc3nc(NNC(=O)CCC(=O)NC3CCCC3)n2n1	104	94	3	2	-2	-3	102	4
COC(=O)C(Cc1ccccc1)NC(=O)C12CC3CC(CC(C3)C1)C2 (stereo not given)	102	89	12	-3	1	0	104	10
O=C(Nc1cccc(C(F)(F)F)c1)C1CCCO1 (stereo not given)	105	94	1	-6	-2	-16	106	2
CCc1ccc2oc(-c3ccc(N)cc3)nc2c1	101	98	1	5	78*	11	92	5
CC1CCN(C(=O)CCc2nnc3ccc(NCc4ccco4)nn23)CC1	116	97	-4	-3	0	-9	97	-4
COc1ccc(OCCn2cc(/C=N/NC(=O)c3ccncc3)c3ccccc32)cc1	103	93	-1	1	18	0	99	-3
O=C(NC(=O)c1cccc(OC(F)(F)C(F)F)c1)OC1CCS(=O)(=O)C1 (stereo not given)	107	99	3	-3	4	8	100	3
COc1ccc2cc(C3(C)NC(=O)N(CC(=O)Nc4c(C)n(C)n(-c5ccccc5)c4=O)C3=O)ccc2c1 (stereo not given)	106	90	0	-2	3	4	103	-8
Cc1cccn2c(=O)c3cc(C(=O)NCC4CCCO4)c(=N)n(CC4CCCO4)c3nc12 (stereo not given)	412*[may fluoresce violet]	72[may fluoresce violet]	-12	-1	3	5	24*[may fluoresce violet]	-8
COc1ccc2c(c1)C1(Nc3ccccc3-c3nc4ccccc4n31)C(=O)N2 (stereo not given)	108	103	2	-17	1	6	107	4
C/C(=N\S(=O)(=O)c1ccc(C)cc1)Nc1cc(C(C)C)c(O)cc1C	103	103	-16	-2	0	17	99	2
O=C(NC1CCCCC1)C(c1c(F)cccc1Cl)N(C(=O)c1csnn1)C1CC1 (stereo not given)	100	92	-1	-4	1	-5	100	4
Clc1ccc(Cl)c2sc(N3CCOCC3)nc12	98	99	1	-10	29	5	99	7
CC(=O)NC(CCS(C)(=O)=O)C(=O)Nc1ccc2c(c1)OCO2 (stereo not given)	98	96	-2	17	-1	15	103	2
Cc1nc2ccccc2c2oc(C(=O)NCCCN3CCCC(C)C3)cc12 (stereo not given)	101	98	-10	10	2	-1	100	0
CCC1CN(S(=O)(=O)c2ccc3c(c2)NC(=O)CC(=O)N3)c2cc(Cl)ccc2O1 (stereo not given)	104	98	-9	-11	1	-8	98	2
CN(CC(=O)Nc1cccc(F)c1)C(=O)CCCN1C(=O)c2cccc3cccc(c23)C1=O	93	94	-5	-8	-12	-4	90	10
COc1cccc(CNC(=O)CCC2CCCN(C(=O)c3cc(C4CC4)[nH]n3)C2)c1 (stereo not given)	104	100	6	-1	8	3	107	-3
O=C(CSc1n[nH]c(=O)n1-c1cccnc1)Nc1ccccc1Cl	98[may fluoresce green]	103[may fluoresce green]	-7	-1	21	-3	98[may fluoresce green]	-5
COc1ccccc1CN1CCNC(=O)C1CC(=O)NCCCn1cccn1 (stereo not given)	109	111	7	-1	1	-7	103	3
Fc1cccc2ncnc(OCc3ccccc3)c12	102	106	-6	-6	2	5	103	7
CC(NC(=O)Cn1cccc1C(=O)c1ccccc1)c1ccc2c(c1)OCCO2 (stereo not given)	94	103	-4	2	9	-7	94	0
COc1ccc(NC(=O)CN2C(=O)C(c3ccccc3)=NC23CCCCCC3)cc1	105	101	8	1	-1	0	103	-6

Going on with the list.
SMILES	MEP2-GFP yeast	LAP4 TOR yeast	proCasp7 act	EBNA-1 inhibitor	AHR act	ZTA DNA inh	RPL19A TOR yeast	procasp3 activ
O=C(Nc1ccc(F)cc1)Oc1ccccc1N1CCOCC1	97	100	-2	-5	-1	-7	94	2
O=C(c1cnc2ccc3ccccc3c2c1)c1cc(F)ccc1O	108	97	1	7	13	6	102	-2
Cn1cnnc1SCc1ccc(F)c2ccccc12	105	95	5	-11	6	-8	102	2
CN(C)NC(=O)C(NC(=O)c1ccc(N)cc1)C12CC3CC(CC(C3)C1)C2 (stereo not given)	115	98	9	6	-4	7	105	4
CCc1c(C)sc(NC(=O)c2ccccc2[N+](=O)[O-])c1C(N)=O	100	104	-3	-6	11	1	107	-2
COC(=O)c1cccc(S(=O)(=O)N2CCN(c3nc4ccccc4s3)CC2)c1	98	98	-3	7	-5	8	99	8
O=C(O)c1ccc2c(=O)[nH]c(CCl)nc2c1	104	102	-7	10	0	-9	99	4
Cc1nc(-c2ccccc2)sc1C(=O)CSc1ccc(Br)cc1	107	104	3	6	-2	4	105	4
Cc1cc(NC(=O)c2ccc(F)cc2F)n(-c2nc3ccccc3[nH]2)n1	103	100	1	-9	9	-2	95	4
COc1ccc(-c2c(-c3ccsc3)oc(=O)c3cc(OC)c(OC)cc23)cc1	94	100	4	·	1	-1	101	4
CCCOc1ccc(/C(O)=C2/C(=O)C(=O)N(CCCOC)C2c2ccncc2)cc1 (stereo not given)	102	101	-12	3	-4	-6	93	-3
COC(=O)c1ccc(Sc2ccccn2)c([N+](=O)[O-])c1	97	77	4	7	2	-2	102	14
COc1ccccc1C(=O)OCC(=O)Nc1cccc(S(=O)(=O)NC2=NCCCCC2)c1	109	96	5	·	-2	·	103	6
O/N=C(/CCc1ccccc1)c1ccc2c(c1)OCCO2	102	110	-4	-1	10	3	102	8
COc1ccc(CNC(=O)COC(=O)CCC2CCCCC2)cc1	59	74	-8	0	-2	2	101	4
CC(Sc1ccc(Cl)cc1)C(=O)N(C)CC(=O)Nc1ccc(N2CCOCC2)cc1 (stereo not given)	100	104	-1	-1	1	-15	99	-3
CC1=NC(C)(C)Cc2cc(C)c(C)cc21	107	99	2	-8	2	-5	107	3
CC(C)CCN(C(=O)C1CCCC1)c1c(N)n(Cc2ccccc2)c(=O)[nH]c1=O	102	96	-3	·	1	1	95	6
CC(=O)NCc1ccc(C(=O)CSc2nnc(C3CC3)n2C2CC2)cc1	116	119	-6	·	6	13	122	3
Cc1cccc(C)c1N1CCc2cn[nH]c21	111	101	2	15	1	8	102	12
OCCC1CN(Cc2cc(F)ccc2F)CCN1CCCc1ccccc1 (stereo not given)	103	93	-4	-2	4	0	109	6
C/C(=N\O)C(C)(C)Nc1ccc(Br)cc1	102	102	0	-5	1	7	99	-4
CN(C)CCNC(=O)CN1C(=O)COc2ccc(C(C)(C)C)cc21	99	100	-13	-4	-1	2	103	14
O=C(NC1CCCC1)C(c1ccc(N2CCOCC2)cc1)N(Cc1ccco1)C(=O)c1ccco1 (stereo not given)	104	96	6	-9	-1	1	93	0
CCN(c1ccccc1)S(=O)(=O)c1ccc(C(=O)NCCCN2CCOCC2)cc1	102	104	-2	·	2	-17	102	-2
COC(=O)c1ccc(C2NCCc3cc(OC)c(OC)cc32)cc1 (stereo not given)	110	96	0	1	2	14	107	3

Sorted by length of the SMILES (descending): part of the list above.
SMILES	MEP2-GFP yeast	LAP4 TOR yeast	proCasp7 act	EBNA-1 inhibitor	AHR act	ZTA DNA inh	RPL19A TOR yeast	procasp3 activ
CC(Sc1ccc(Cl)cc1)C(=O)N(C)CC(=O)Nc1ccc(N2CCOCC2)cc1 (stereo not given)	100	104	-1	-1	1	-15	99	-3
CC(=O)NCc1ccc(C(=O)CSc2nnc(C3CC3)n2C2CC2)cc1	116	119	-6	·	6	13	122	3
O/N=C(/CCc1ccccc1)c1ccc2c(c1)OCCO2	102	110	-4	-1	10	3	102	8
O=C(O)c1ccc2c(=O)[nH]c(CCl)nc2c1	104	102	-7	10	0	-9	99	4
C/C(=N\O)C(C)(C)Nc1ccc(Br)cc1	102	102	0	-5	1	7	99	-4

Screens: PubChem, several laboratories
